# Screening data (PubChem)
# PMI inhibitors: inhibitors of human PMI, primary screen, biochemical, fluorescence intensity, coupled assay (AID 1209); 0.42% of 190,000 active; one-dose inhibition, % at 20 µM; IC50 in µM for titrated hits; purified PMI enzyme, coupled fluorescence intensity; higher % means a stronger effect;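 further: plate controls were DMSO vehicle for no effect and wells lacking substrate for full effect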
# P. falciparum M17LAP: P. falciparum M17LAP inhibitors, primary screen, biochemical, fluorogenic H-Leu-NHMec substrate, 1536-well (AID 1619); 0.38% of 220,000 active; inhibition, % at 30 µM, or IC50 in µM where a hit was titrated; recombinant M17LAP, H-Leu-NHMec fluorogenic kinetic assay; higher % means a stronger effect;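 active means compound inhibiting the enzyme by more than half at any dose during confirmatory dose-response retesting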;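 further: plate controls were full reaction with DMSO carrier for no effect and no enzyme background for full effect; strong numbers were not always called active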
# TNAP activation fold: stimulation of alkaline phosphatase TNAP activity – biochemical, luminescent, no phosphate acceptor, uHTS, primary screen (AID 1001); one-dose activation fold at 20 µM; EC50 in µM for titrated hits; purified TNAP, luminescent activation assay, no phosphate acceptor; higher activation fold means a stronger effect; 0.03% of 200,000 active; in the data active means activation fold from about 3, or a potency from the dose series; inactive means the rest, 99 in 100 with activation fold below about 1.6; further: many of its hits are not listed in these tables
# PMI inhibition: MPI inhibition at elevated mannose 6-phosphate – biochemical, fluorescence intensity, high mannose 6-phosphate, primary screen (AID 1220). inhibition, % at 20 µM; hits with a dose series show IC50 in µM. 0.66% of 190,000 active. recombinant PMI enzyme, coupled fluorescence intensity; higher % means a stronger effect
# K1F lysis inhibition: inhibition of K1F phage lysis, E. coli UTI89, bacterial capsule biogenesis inhibitors, alamar blue (AID 488966); E. coli UTI89 K1F phage lysis, alamar blue, 2 h; higher % means a stronger effect; one-dose inhibition, % at 100 µM; IC50 in µM for titrated hits; 0.02% of 340,000 active;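 active means phage lysis inhibition, versus mean bacterial control, above a set limit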;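 further: capsule biogenesis inhibitors block K1F phage lysis so surviving cells raise fluorescence; higher fluorescence means more inhibition of phage lysis; actives were called in the ten point dose series up to 300 µM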
# Lipid droplet: hepatic lipid droplet formation modulation | AML12 mouse hepatocytes, oleate lipid droplets, BODIPY imaging | inhibition, % at 6.5 µM | 0.4% of 240,000 active;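 active means lipid droplet intensity inhibited by at least 50%, with more than 500 cells counted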
#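 System: AML12 hepatocytes (mouse). Probe or stimulus: oleic acid at 100 µM to induce lipid droplet formation. Times: overnight treatment with compound plus oleate. Detection: Image-based BODIPY and DAPI two-channel analysis. Evaluation: percent inhibition of filter-corrected integrated lipid droplet intensity per well.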
# M1AAP inhibition: malaria alanyl aminopeptidase activity blockers – biochemical, fluorogenic H-Leu-NHMec substrate, 1536-well (AID 1445). 0.42% of 220,000 active. recombinant M1AAP, H-Leu-NHMec fluorogenic kinetic assay; higher % means a stronger effect. inhibition, % at 30 µM, or IC50 in µM where a hit was titrated;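 active means primary inhibition above the hit cutoff, then over 50% inhibition at one or more dose response concentrations, cut at about 23% in these data, passing the limit was not always enough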;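 further: plate controls were DMSO full reaction for no effect and no enzyme background for full effect; strong numbers were not always called active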
# XIAP antagonists: small molecules displacing peptide from XIAP – biochemical, IAP family, fluorescence polarization (AID 1018); 0.007% of 200,000 active; XIAP BIR domain, fluorescence polarization peptide displacement; higher % means a stronger effect; displacement, % at 20 µM, or IC50 in µM where a hit was titrated; in the data active means displacement above about 50%; further: a part of the inactive calls stands beside numbers as strong as those of hits
# SIAH1 antagonists: blockers of Siah-1 interaction with plectin peptide – biochemical, fluorescence polarization, rhodamine-plectin, uHTS, primary screen (AID 1817) | Siah-1 / rhodamine-plectin peptide fluorescence polarization; higher % means a stronger effect | one-dose displacement, % at 20 µM; IC50 in µM for titrated hits | 0.02% of 290,000 active;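 active means displacement of at least 50% at 20 µM, with a fluorescence ratio check between 0.3 and a set limit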;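 further: plate controls were Siah plus tracer with DMSO for no effect and tracer alone without Siah for full effect; strong numbers were not always called active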
# Lipid droplet cells 6.5 µM: recorded beside Lipid droplet, whose call it bears; cell count; measured here: cell count, cytotoxicity flag;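 cells counted across two imaged fields per well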
# Active calls of the source: *; i = inactive; x = no result given; [ ] = another dose, or the depositor's remark. Unless noted, no stated cut-off is given here; in the data, active means inhibition above about 50%; inactive means the rest.
SMILES,K1F lysis inhibition,PMI inhibition,P. falciparum M17LAP,XIAP antagonists,Lipid droplet,PMI inhibitors,Lipid droplet cells 6.5 µM,M1AAP inhibition,SIAH1 antagonists,TNAP activation fold
O=C(Cn1cc[n+](Cc2ccccc2)c1)c1ccc([N+](=O)[O-])cc1,0.4%,-3.4%,18.2%,-5.6%,-8.7,-19.6%,691,-13.8%,-2.6%,0.9
COc1ccc(N(C)S(=O)(=O)c2cccc(C(=O)NC3CCC(C)CC3)c2)cc1 (stereo not given),7.0%,4.4%,9.9%,0.3%,17.2,2.1%,697,11.9%,0.4%,1.1
Cn1c(C(=O)OC(C(=O)NC2CCCC2)c2cccnc2)cc2sccc21 (stereo not given),-0.3%,-10.3%,1.7%,-4.1%,1.2,-5.0%,746,-7.2%,4.5%,1.1
COCCNC(=O)CC(c1ccccc1)c1ccccc1,3.8%,-4.7%,6.9%,-1.7%,-9.5,-4.5%,692,10.9%,-3.1%,1.1
O=C(Nn1c(C2CCC2)nc2ccccc2c1=O)c1cccs1,0.4%,-3.6%,10.7%,-3.6%,-2.6,-7.8%,672,8.54µM*,3.8%,1.1
c1ccc(-c2nnc(SCCC3OCCCO3)o2)cc1,0.9%,-0.3%,0.8%,1.9%,x,4.1%,x,0.7%,2.4%,1.1
CNC(=S)Nc1ccc([N+](=O)[O-])cc1,0.6%,-7.0%,34.8%,-2.8%,1.5,-8.4%,672,5.4%,-2.7%,1.1
O=C(NCc1ccco1)c1ccc(COCC(F)(F)C(F)F)cc1,-0.3%,-7.3%,0.7%,-2.4%,x,-5.0%,x,6.8%,-0.3%,1.1
COc1ccc(CC(=O)Nc2ccc(OC)nc2)cc1,-0.1%,3.7%,0.8%,-6.2%,0.8,-3.3%,667,7.4%,6.0%,1.2
Cc1ccccc1OCc1nc(C#N)c(N2CCCC2)o1,1.1%,7.9%,-1.4%,-3.4%,-7.6,8.2%,716,5.8%,-6.5%,1.1
CCN(CC)C(c1ccc(F)cc1)c1nnnn1CC1CCCO1 (stereo not given),2.6%,-1.7%,-14.2%,-9.7%,0.7,-7.0%,770,-4.0%,-1.0%,1.1
CCc1nnc(NC(=O)CSc2ccc(-c3ccccc3OC)nn2)s1,0.3%,-4.0%,0.9%,-4.2%,3.2,-0.9%,688,6.6%,-0.1%,1.1
O=C(Oc1cccc2cccnc12)c1ccc(N2C(=O)C3C4CCC(C4)C3C2=O)cc1 (stereo not given),1.1%[50 µM],50.5%*,7.8%,-0.3%,25.4,20.4%,498,-0.6%,5.8%,1.1
Cc1nnc2sc(-c3ccco3)nn12,3.4%,-1.7%,-0.8%,-1.5%,-1.0,4.3%,744,2.2%,1.6%,1.2
Cc1cc(-c2ccccc2)nc2cc(C(N)=O)nn12,-0.2%,-6.9%,-15.0%,-4.1%,11.7,-4.9%,714,-3.0%,-3.5%,1
COc1cc(Cl)c(C)cc1NC(=O)COC(=O)c1cnc(C)cn1,0.1%,9.2%,-0.2%,3.1%,-3.5,8.5%,635,2.5%,1.6%,1.2
CC1(C)Cc2nc(-c3ccccc3)n3cnnc3c2CO1,0.3%,6.9%,-12.1%,-4.6%,x,5.1%,x,-1.1%,-0.8%,1.1
CN(C)CC(=O)N1c2ccccc2CCc2ccc(NC(=O)c3ccc(N)cc3)cc21,0.2%,10.5%,1.1%,x,23.4,8.5%,670,12.7%,-11.0%,1.1
Cc1noc(C)c1S(=O)(=O)N(C)CC(=O)Nc1ccc(F)cc1,3.0%,-5.5%,8.9%,-6.2%,x,-5.9%,x,2.5%,-3.4%,1.1
COc1ccc(NC(=S)Nc2ncccc2C)c(OC)c1,4.7%,10.1%,1.9%,1.6%,x,9.8%,x,9.4%,-0.2%,0.9
C/C(=N\Nc1nc2ccccc2[nH]1)c1cccs1,5.6%,8.6%,11.0%,-12.1%,10.1,17.8%,613,0.1%,-10.4%,1.3
Cc1ccc(NC(=O)Cc2nc(CSc3nnc(-c4ccc5c(c4)OCO5)o3)cs2)cc1,1.8%,-0.4%,2.7%,-3.4%,x,-4.6%,x,-0.1%,-1.0%,0.9
Cc1noc(C)c1N=Nc1ccc(Br)cc1C(=O)O,3.4%,-11.5%,19.9%,2.2%,-3.8,-16.8%,709,6.8%,-0.5%,1
Cc1occc1C(=O)NCCc1ccc(Cl)cc1,0.6%,-8.5%,2.5%,-4.6%,12.6,-11.5%,759,6.0%,-1.1%,0.8
O=C(NCCc1cccs1)C1CC(c2ccc([N+](=O)[O-])cc2)=NO1 (stereo not given),0.3%,-3.6%,-3.0%,-1.8%,x,-0.1%,x,1.3%,-0.6%,1
Cc1ccc(NC(=O)COC(=O)CCC(=O)c2ccc(C(C)(C)C)cc2)c([N+](=O)[O-])c1,-1.4%,5.4%,10.2%,-4.5%,5.9,-0.8%,593,7.9%,-7.4%,0.9
CCc1ccc2c(c1)C(c1cccs1)=NNC(c1cccnc1)=N2,-0.3%,3.3%,-8.0%,3.6%,x,4.3%,x,7.3%,3.1%,1.1
CCCn1c(SCC(=O)Nc2cccc(S(=O)(=O)N(C)C)c2)nc2ccccc2c1=O,2.2%[50 µM],x,-10.2%,x,13.0,x,777,6.0%,5.8%,x
COCCCN1CCN(C2Cc3ccccc3Sc3ccc(Cl)cc32)CC1 (stereo not given),-0.7%,-4.0%,-0.6%,-10.0%,4.8,5.5%,648,3.3%,-0.5%,1.1
CCCn1nc2cc(C(=O)NCCCCc3ccccc3)ccc2c1OCC,0.1%,8.5%,-6.6%,-3.8%,x,9.0%,x,0.9%,-1.0%,1.1
CN(C(=O)CSc1nc2ccc([N+](=O)[O-])cc2s1)C1CCS(=O)(=O)C1 (stereo not given),0.8%[50 µM],x,3.7%,x,-1.3,x,657,7.1%,1.9%,x
FC(F)(F)c1cnc(-c2cnc(-c3cccnc3)nc2)c(Cl)c1,0.1%,-14.1%,1.2%,-1.6%,-13.8,-15.6%,704,-1.7%,-0.4%,1.1
Cc1oc2c(cc(NS(=O)(=O)c3ccc4c5c(cccc35)C(=O)N4)c3ccccc32)c1C(=O)OC(C)C,1.2%,47.8%,-2.8%,-14.4%,x,21.7%,x,36.7µM*,-1.7%,0.9
Cc1c(NC(=O)/C(=C/c2cccs2)NC(=O)c2ccccc2)c(=O)n(-c2ccccc2)n1C,-0.3%,-5.8%,29.0%,-5.3%,-4.8,-2.0%,704,-2.5%,-1.1%,1.1
COc1ccc2c(CC(=O)OCC(=O)c3ccc(F)cc3)coc2c1,1.4%,0.8%,3.8%,-8.2%,x,-2.9%,x,-3.4%,1.4%,1.1
Cc1ccc2oc(=O)cc(CN3CCN(C/C=C/c4ccccc4)CC3)c2c1,-2.3%,x,0.2%,x,x,x,x,0.2%,4.2%,x
Cc1cc2oc3c(c(=O)c2cc1C)C(c1ccc(C(C)C)cc1)N(CCCN1CCOCC1)C3=O (stereo not given),10.9%,-14.8%,-8.5%,-7.7%,-1.6,-13.4%,644,5.3%,-13.1%,1
O=C(CSc1ccccc1)Nc1cccc(NC(=O)c2ccco2)c1,0.3%,4.5%,7.3%,-1.2%,x,3.6%,x,4.5%,-1.2%,1.1
CS(=O)(=O)c1ccc(C(=O)OCC(=O)NC23CC4CC(CC(C4)C2)C3)cc1[N+](=O)[O-],2.2%[50 µM],1.8%,-3.6%,-2.5%,21.6,-1.3%,569,1.7%,0.8%,0.9
COc1ccc(NC(=S)NC(NC(C)=O)C(Cl)(Cl)Cl)c([N+](=O)[O-])c1 (stereo not given),0.1%,3.3%,21.1%,-5.1%,0.0,1.9%,569,18.1%,1.5%,0.9
CSc1ccccc1-c1nnc(-c2ccc(Cl)c(Cl)c2)o1,0.2%,-4.0%,-7.8%,-3.5%,x,4.8%,x,0.1%,-3.0%,1.1
CC(C)CC(NC(=O)c1ccc(C#CC(C)(C)O)s1)C(=O)O (stereo not given),-0.5%,5.4%,7.4%,-6.0%,-1.0,16.3%,713,-5.2%,9.9%,1.1
O=C(NC1CC2CCCC(C1)N2C(=O)NCc1ccccc1)C1CC1 (stereo not given),0.4%,3.9%,1.1%,-5.3%,x,-4.5%,x,5.5%,-1.0%,1
CCCn1c(=O)c2c(nc3n2CCS3)n(C)c1=O,-0.4%,-5.0%,7.9%,-4.4%,20.1,-1.6%,694,7.7%,3.3%,1.1
CCCc1nc2ccccc2c(=O)n1NC(=O)c1c(O)c2ccccc2n(C)c1=O,0.4%,-3.3%,6.0%,-7.2%,12.1,5.2%,724,9.3%,2.5%,1
CC(=O)c1cnc(Nc2cccc(Cl)c2Cl)s1,0.9%,7.9%,2.6%,-4.4%,-5.1,12.3%,755,2.1%,2.5%,1
CC1CCN(S(=O)(=O)c2ccc3c(c2)c(=O)c(C(=O)NCc2ccccc2Cl)cn3C)CC1,x,-1.0%,-5.3%,-52.2%,17.6,-1.7%,713,-1.1%,i,1.1
NCC(c1ccccc1)(c1ccccc1)c1ccccc1,5.9%,-14.7%,-1.5%,-4.4%,-32.3,-17.0%,542,2.7%,0.1%,1.1
Cc1cccc(NC(=O)CCC(=O)N/N=C/c2ccco2)c1C,3.2%,-5.4%,4.4%,-5.6%,-7.6,-12.2%,721,5.2%,0.9%,1
Cc1[nH]c2ccc(-c3n[nH]c(=S)n3C)cc2c1C,0.2%,-2.3%,14.9%,-1.0%,x,-0.4%,x,12.8%,5.6%,0.9

# Remaining list, next part
SMILES,K1F lysis inhibition,PMI inhibition,P. falciparum M17LAP,XIAP antagonists,Lipid droplet,PMI inhibitors,Lipid droplet cells 6.5 µM,M1AAP inhibition,SIAH1 antagonists,TNAP activation fold
CC(C)(C)n1nnnc1CN(Cc1ccc(F)cc1)Cc1ccco1,-0.2%,7.9%,12.8%,-3.6%,-9.4,7.4%,719,-9.8%,3.2%,1.1
Cc1n[nH]c(=S)n1/N=C/c1ccccc1,0.5%,0.7%,-4.0%,-2.0%,2.5,2.7%,735,-8.0%,4.3%,0.8
CCN1CCN(CC(O)COC(c2ccccc2)c2ccccc2)CC1 (stereo not given),-0.2%,-3.1%,4.7%,-2.9%,-7.8,-4.8%,672,2.4%,-5.8%,1.1
O=C(O)CSc1nnc(Nc2ccccc2)n1-c1ccccc1,1.8%,-16.7%,21.4%,-4.6%,10.4,-25.5%,678,4.4%,-5.1%,1

# Ordered by length of the SMILES (descending): part of the list above.
SMILES,K1F lysis inhibition,PMI inhibition,P. falciparum M17LAP,XIAP antagonists,Lipid droplet,PMI inhibitors,Lipid droplet cells 6.5 µM,M1AAP inhibition,SIAH1 antagonists,TNAP activation fold
CC(C)(C)n1nnnc1CN(Cc1ccc(F)cc1)Cc1ccco1,-0.2%,7.9%,12.8%,-3.6%,-9.4,7.4%,719,-9.8%,3.2%,1.1
O=C(O)CSc1nnc(Nc2ccccc2)n1-c1ccccc1,1.8%,-16.7%,21.4%,-4.6%,10.4,-25.5%,678,4.4%,-5.1%,1
Cc1n[nH]c(=S)n1/N=C/c1ccccc1,0.5%,0.7%,-4.0%,-2.0%,2.5,2.7%,735,-8.0%,4.3%,0.8
